Giardia FBPA inh = qHTS Assay for Inhibitors of Fructose-1,6-bisphosphate Aldolase from Giardia Lamblia. hit rate 0.71% among 290,000. AID 2451, 2010. A8B2U2. Potency, µM (titrated, usually from 59.6 µM), without a hit: top-dose activity, negative = inhibition, usual class: inhibitors. purified Giardia FBPA; active = well fitted inhibition curve with a large enough effect; inconclusive = small, poorly fitted or top-dose-only effect, or effect the other way; note: nearly all actives have a fitted effect of over 55% in size
Target sequence (A8B2U2 whole entry, looked up): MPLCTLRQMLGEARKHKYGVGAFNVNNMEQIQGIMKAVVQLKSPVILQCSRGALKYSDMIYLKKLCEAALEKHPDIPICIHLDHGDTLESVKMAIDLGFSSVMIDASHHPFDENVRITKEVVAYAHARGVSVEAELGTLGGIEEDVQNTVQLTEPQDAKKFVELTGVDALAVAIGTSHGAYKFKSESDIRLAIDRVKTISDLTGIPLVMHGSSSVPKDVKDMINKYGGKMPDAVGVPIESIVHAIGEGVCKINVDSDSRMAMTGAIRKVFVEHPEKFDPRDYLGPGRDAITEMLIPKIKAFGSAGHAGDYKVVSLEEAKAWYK
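Giardia FBPA (40 nM reagent) was preincubated 10 min at RT with compound (up to 57.5 uM final), then substrate plus GAPDH/TPI/NAD/arsenate coupling system with diaphorase/resazurin was added; resorufin fluorescence (525/598 nm) was read after 20 min.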
An asterisk follows results filed as active; ? = inconclusive; & = joins results of further samples; [ ] = dose if it differs, or a comment. % is set by controls: 0 for no effect and ±100 for the full control effect; potency is the fitted concentration of half-maximal effect. These rows are one share of the data. The share of hits here may be higher or lower than overall.

SMILES	Giardia FBPA inh
C[C@@H]1O[C@H](C[N+](C)(C)C)C[C@H]1O	0%
CCNc1ncc2nc(-c3cccs3)c(=O)n(Cc3cccc(OC)c3)c2n1	-2%
O=C(O)/C=C(\CC(=O)O)C(=O)O	?
CCCCCCC1=Cc2cc(OC)c(OC)cc2C(CC(=O)/C=C/OC)O1 (centres undefined)	-8%[12.9 µM]
Cc1cc2c(nc1C)CCCN2C[C@H](O)CN1CCCc2nc(-c3ccc(Br)cc3)ccc21	-7%&-2%[12.9 µM]
CC1(C)OC2C(CO)OC(n3cnc4c(=O)[nH]c(N)nc43)C2O1 (centres undefined)	3%
c1nc(N2CCNCC2)c2cc(-c3ccc4c(c3)OCO4)ccc2n1	-15%
Cn1c(=O)c(-c2ccc(F)cc2)nc2cnc(OCc3ccccc3)nc21	5%
C[C@@H]1O[C@@H](O[C@H]2CC[C@]3(C=O)C4CC[C@]5(C)[C@@H](C6=CC(=O)OC6)CC[C@]5(O)[C@@H]4CC[C@]3(O)C2)[C@H](O)[C@H](O)[C@H]1O (some centres undefined)	2%
CC1(C)O[C@@H]2O[C@H]([C@H](O)CO/N=C3/[C@H]4O[C@@H]4[C@@H](O)[C@H]4[C@H]3CCn3c(=O)n(-c5ccccc5)c(=O)n34)[C@@H](O)[C@@H]2O1	-1%[12.9 µM]

By substructure: those above with a halogen.
SMILES	Giardia FBPA inh
Cc1cc2c(nc1C)CCCN2C[C@H](O)CN1CCCc2nc(-c3ccc(Br)cc3)ccc21	-7%&-2%[12.9 µM]
Cn1c(=O)c(-c2ccc(F)cc2)nc2cnc(OCc3ccccc3)nc21	5%

(more compounds)
SMILES	Giardia FBPA inh
CC(=O)[C@@H]1CC[C@@H]2[C@@H]3CCC4=CC(=O)CC[C@@]4(C)[C@H]3CC[C@]21C	5%[21.7 µM]
CCCC(C)C1(CC)C(=O)N=C(S)NC1=O (centres undefined)	-24%
CC(C)NC(=O)N1CC[C@@]2(CCCN(C(=O)c3ccncc3)C2)C1	2%
O=c1c(-c2cc(F)cc(F)c2)nc2cnc(N3CCOCC3)nc2n1C[C@H]1CCCO1	2%
Cc1ccccc1-c1ccc2ncnc(NCCN3CCOCC3)c2c1	1%
CC(=O)N[C@@H](Cc1c[nH]c2ccccc12)C(=O)O	1%
COc1ccccc1CN1CCC2(CC1)CCN(S(C)(=O)=O)CC2	4%
O=c1c(-c2cccc(F)c2)nc2cncnc2n1Cc1ccccc1Cl	5%
COCCNC(=O)[C@H](C)/C=C/C(NC(=O)OCc1ccccc1)c1ccc(C(=O)OC)cc1 (some centres undefined)	1%
CO[C@@H]1/C=C\CC(=O)N[C@@H](C)C(=O)OC[C@@H](OC)[C@H](C)/C=C\CC(=O)OC[C@H]1C	0%[12.9 µM]
O=C1CCC=C1C(O)c1ccccc1 (centres undefined)	1%&6%
Cc1noc(C)c1-c1cc(N(C)C)ncn1	-1%
CC(=O)N1CC=CC1(CC(C)C)C(=O)NCC1CC1 (centres undefined)	-1%
CCOC(=O)CNC(=O)O[C@@H]1Cc2cc(OC)ccc2O[C@H]1c1cccc(OC)c1	2%
CCCNC(=O)OC[C@H]1O[C@@H](CCO/N=C\[C@@H](NS(=O)(=O)c2ccc(C)cc2)[C@H](C)/C=C\CC(=O)OC)C=C[C@@H]1Oc1ccc(OC)cc1	1%[12.9 µM]
CCCCC[C@H](O)/C=C/[C@@H]1[C@H](C/C=C\CCCC(=O)O)[C@@H](O)C[C@H]1O	1%
N#C[C@H](Cc1ccc(O)cc1)c1ccc(O)cc1	16%
Cc1noc(C)c1C(=O)N1CCC2(CC1)CCN(c1ccccn1)CC2	3%
COc1ccc(-c2nc3cnc(N4CCN(C)CC4)nc3n(Cc3cccs3)c2=O)cc1	5%
CO[C@@H]1COC(=O)[C@@H](C)COC(=O)[C@@H](C)NC(=O)C/C=C\[C@@H]1C	3%[12.9 µM]
CCCCC1=CC2=CC(=O)C(C)(OC(=O)CC)C(=O)C2=CN1c1ccncc1 (centres undefined)	1%[12.9 µM]
O=C1[C@H]2[C@H]3[C@H](O)[C@H](O)C/C(=N/OC[C@@H](O)COCc4ccco4)[C@H]3CC[C@@H]2C(=O)N1c1cccc(Oc2ccccc2)c1	3%[12.9 µM]
C[C@H]1/C=C\CC(=O)NCc2cccc(c2)CNC(=O)N[C@H]1c1ccccc1	2%
CN(C)C(=O)c1ccc(-c2nc(Nc3ccc(F)cc3)c3ccccc3n2)cc1	-14%
N[C@H](CP(=O)(O)O)C(=O)O	-15%
Cc1cc(C(=O)O)ccc1[C@H](N)C(=O)O	8%
COP(=S)(OC)Oc1ccc([N+](=O)[O-])cc1	0%
COc1ccc2[nH]cc(CCNc3nc(-c4ccc(N(C)C)cc4)nc4ccccc34)c2c1	-21%
COC(=O)[C@@]1(Cc2ccccc2)[C@H]2c3cc(C(=O)N(C)C)n(Cc4ccc(OC)c(OC)c4)c3C[C@H]2CN1C(=O)c1ccccc1	-4%
COc1ccccc1CNc1ccnc(-c2cccc(C#N)c2)n1	-8%
CN1CCc2c(cc(O)c(O)c2Cl)C(c2cccc(Cl)c2)C1 (centres undefined)	-4%
CCCCCCCCCCCCCCCC(=O)OCC(COP(=O)(O)O)OC(=O)CCCCCCCCCCCCCCC (centres undefined)	2%
C[C@@]12CCC3c4ccc(OS(=O)(=O)O)cc4CCC3C1CCC2O (some centres undefined)	8%
CN(C)C(=O)c1ccc(-c2cncnc2NCc2cccnc2)cc1	7%
COC(=O)C1=C(C(=O)OC)[C@@H]2Nc3ccccc3[C@@]23C[C@@H](C(=O)OC)N(S(=O)(=O)c2cccs2)C3=N1	7%[12.9 µM]
CCOC(=O)c1c(C)cc(O)c(C)c1O	2%
C[C@H](NC(=O)/C(C#N)=C/c1ccc(O)c(O)c1)c1ccccc1	-7%&-25%
COc1ccc(/C=C/c2cc(O)cc(O[C@H]3OC(CO)C(O)C(O)C3O)c2)cc1 (some centres undefined)	0%
Cn1c(=O)c(-c2ccc(Cl)cc2)nc2cnc(Oc3cccc(Cl)c3)nc21	2%
NCCOB(c1ccccc1)c1ccccc1	-2%&-13%&-3%
CCCCCCCCCCCCCCC(F)C(=O)O (centres undefined)	2%
Nc1ncnc2c1[nH]c(=O)n2C1OC(CO)C(O)C1O (centres undefined)	4%
N#CCCn1c(=O)c(-c2cccs2)nc2cnc(Oc3ccccc3)nc21	-1%
C=CCN1CCc2c(cc(O)c(O)c2Cl)C(c2cccc(C)c2)C1 (centres undefined)	-25%
COC(=O)[C@@H]1CC[C@H](C)[C@@H](c2ccc(C)cc2)N1C(=O)c1ccc(/C=N\O[C@@H](C)c2cc(-c3c(C)cc(C)cc3C)no2)cc1	0%[12.9 µM]
COC(=O)[C@@]1(Cc2ccc(F)cc2)[C@H]2c3cc(C(=O)N(C)C)n(CCF)c3C[C@H]2CN1C(=O)c1ccccc1	1%
CN(C)c1ccc(-c2cncnc2NCc2cccnc2)cc1	-22%
COc1ccc(C(=O)N2CCC[C@@]3(CCN(C)C3)C2)cc1	-14%
COC(=O)C1=C(C(=O)OC)[C@@H]2N(C)c3ccc(OC)cc3[C@@]23C[C@@H](C(=O)OC)N(S(=O)(=O)c2ccc(Br)cc2)C3=N1	-7%[12.9 µM]
N#Cc1cccc(-c2nc(N3CCNCC3)c3ccccc3n2)c1	0%

Ordered by molecular weight (ascending): part of the list above.
SMILES	Giardia FBPA inh
CN1CCc2c(cc(O)c(O)c2Cl)C(c2cccc(Cl)c2)C1 (centres undefined)	-4%
C[C@H]1/C=C\CC(=O)NCc2cccc(c2)CNC(=O)N[C@H]1c1ccccc1	2%
CCNc1ncc2nc(-c3cccs3)c(=O)n(Cc3cccc(OC)c3)c2n1	-2%
CCOC(=O)CNC(=O)O[C@@H]1Cc2cc(OC)ccc2O[C@H]1c1cccc(OC)c1	2%

Part of the list above, in markdown.
| compound | Giardia FBPA inh |
| --- | --- |
| CN1CCc2c(cc(O)c(O)c2Cl)C(c2cccc(Cl)c2)C1 (centres undefined) | -4% |
| CCCCCCCCCCCCCCCC(=O)OCC(COP(=O)(O)O)OC(=O)CCCCCCCCCCCCCCC (centres undefined) | 2% |

Next part:
SMILES	Giardia FBPA inh
O=C(NCCN1CCCCC1)c1ccc(I)cc1	-4%
CN1[C@H]2CC(=O)C[C@@H]1[C@@H](O)C2	1%[21.7 µM]
CC(C)C[C@@H](CC(=O)N[C@@H](CCC(=O)O)CC(=O)O)NC(=O)[C@@H]1CNCC[C@H]1NC(=O)C[C@H](CCCN)NC(=O)C[C@H](Cc1ccccc1)NC(=O)[C@@H]1CCCC[C@H]1N	-18%
CCCCC/C=C\C/C=C\C/C=C\CCCCC(=O)NCC(=O)O	9%
COc1ccccc1-c1nccc(NCc2ccccc2)n1	5%
COCC(=O)N1CCC2(CCCN(Cc3ccncc3)C2)CC1	2%
COc1cc(-c2ccc(N=Nc3ccc4c(S(=O)(=O)O)cc(S(=O)(=O)O)c(N)c4c3O)c(OC)c2)ccc1N=Nc1ccc2c(S(=O)(=O)O)cc(S(=O)(=O)O)c(N)c2c1O	14µM*
CC(C)C[C@H]1C(=O)N2CCC[C@@H]2[C@@]2(O)O[C@](NC(=O)[C@@H]3C=C4c5cccc6[nH]cc(c56)C[C@@H]4N(C)C3)(C(C)C)C(=O)N12	?
COCCn1c(=O)c(-c2cn(C)c3ccccc23)nc2cnc(OCc3ccccc3)nc21	0%
CCC12C=C(/C=C/c3ccccc3)C(CC)(C1)C(c1ccccc1)CC2=O (centres undefined)	0%[12.9 µM]
CCCCc1nc2c(c3c1C[C@H](C)OC3)CN(C(=O)c1cc(I)ccc1F)CC2	5%[12.9 µM]
COc1ccccc1CN1CCCC2(CCN(C(=O)c3cc(C(F)(F)F)cc(C(F)(F)F)c3)CC2)C1	4%
O=C1CC2(CCCC2)CC(=O)N1CCNC[C@H]1COc2ccccc2O1	3%
O=S(=O)(c1ccccc1)N1CCC2(CCCN(c3cccc(-c4ccccc4)c3)C2)CC1	1%
Cc1cc(C)cc(C#CC2C=CC(Oc3ccc(C4CCCC4)cc3)C(CO)O2)c1 (centres undefined)	2%[12.9 µM]
CO[C@H]1COC(=O)[C@H](C)NC(=O)C/C=C\[C@@H](C)[C@H](OC)COC(=O)[C@@H](OCc2ccccc2)/C=C\[C@@H]1C	0%[12.9 µM]
Cc1ccc2c(c1)C(N1CCN(C)CC1)=Nc1cccnc1N2	-7%
CO/N=C\C[C@@H]1C=C[C@H](OC(C)=O)[C@H](COC(C)=O)O1	1%[12.9 µM]
O=C(Oc1ccccc1)N1CCC[C@@]2(CCN(c3ncccn3)C2)C1	7%
COCCn1c(=O)c(-c2cccc(C#N)c2)nc2cnc(N3CCN(C)CC3)nc21	0%
FC(F)(F)c1ccccc1-c1cc(NCc2cccnc2)ncn1	1%
CCCNC(=O)OC[C@@H]1O[C@H](CCO/N=C(\C)CCC(=O)OC[C@@H]2O[C@H](C#Cc3ccccc3)C=C[C@@H]2Oc2ccc(C)cc2)C=C[C@@H]1Oc1ccc(OC)cc1	0%[12.9 µM]
CN1CCN(c2ncc3nc(-c4cn(C)c5ccccc45)c(=O)n(C)c3n2)CC1	-16%
COc1cccc([C@@H]2Oc3ccc(OC)cc3C[C@H]2OC(=O)NS(=O)(=O)c2ccc(C)cc2)c1	-7%
CC/C=C\C/C=C\C/C=C\C/C=C\C/C=C\C/C=C\CCC(N)=O	-2%
Cc1noc(C)c1-c1ccc2ncnc(N3CCN(C)CC3)c2c1	1%
Cc1sc(N)c(C(=O)c2cccc(C(F)(F)F)c2)c1C	?
O=C1[C@H]2[C@H]3[C@H](O)[C@H](O)C/C(=N/OC[C@@H](O)COCc4ccco4)[C@@H]3CC[C@@H]2C(=O)N1Cc1ccc2c(c1)OCO2	3%[12.9 µM]
CO[C@@H]1/C=C\CC(=O)N[C@@H](C)C(=O)OC[C@H](NS(=O)(=O)c2ccc(C)cc2)[C@H](C)/C=C\CC(=O)OC[C@H]1C	-5%[12.9 µM]
CCC(=O)OC1(C)C(=O)C=C2C=C(CCCCNC(=O)OC(C)(C)C)OC=C2C1=O (centres undefined)	-4%

Among those listed so far, 2 have two or more sulfur atoms:
SMILES	Giardia FBPA inh
COC(=O)C1=C(C(=O)OC)[C@@H]2Nc3ccccc3[C@@]23C[C@@H](C(=O)OC)N(S(=O)(=O)c2cccs2)C3=N1	7%[12.9 µM]
COc1cc(-c2ccc(N=Nc3ccc4c(S(=O)(=O)O)cc(S(=O)(=O)O)c(N)c4c3O)c(OC)c2)ccc1N=Nc1ccc2c(S(=O)(=O)O)cc(S(=O)(=O)O)c(N)c2c1O	14µM*

New compounds follow:
SMILES	Giardia FBPA inh
CN(C)c1ncc2ncc(=O)n(C[C@H]3CCCO3)c2n1	7%
Cc1nc2cnc(Oc3cccc(Cl)c3)nc2n(Cc2ccc(F)cc2)c1=O	5%
C[C@@H]([C@H](O)c1ccc(O)cc1)N1CCC(Cc2ccccc2)CC1	7%
COC(=O)N1CCc2cc(OC)c(OC)cc2C1Cc1ccc(OC)cc1 (centres undefined)	-2%[12.9 µM]
COC(=O)C1=C(C(=O)OC)[C@@H]2N(C)c3ccc(OC)cc3[C@@]23C[C@@H](C(=O)OC)N(S(=O)(=O)c2ccc(C(F)(F)F)cc2)C3=N1	-5%[12.9 µM]
CC1(C)C(=O)C(c2ccccc2)=C2CN3C(=O)N(CCc4ccccc4)C(=O)C3(Cc3ccc(C(F)(F)F)cc3)C=C21 (centres undefined)	-4%
COc1ccccc1-c1nc(N2CCOCC2)c2ccccc2n1	-11%
NC(CCC(=O)NC(CCSC(CC(=O)O)C(=O)O)C(=O)NCC(=O)O)C(=O)O (centres undefined)	?
Cc1c(-c2ccccc2)oc2cc(O)ccc2c1=O	20%
COCC(=O)N1CCC2(CC1)CN(C(=O)Nc1ccccc1)C2	4%
COC(=O)C/C=C/[C@@H](C)[C@H](NC(=O)OCC(Cl)(Cl)Cl)c1cccc(OC)c1	0%
CC(=O)NBr	0%
